Bioassay records deposited in PubChem by several laboratories.
MK inhibit: inhibitors of Streptococcus pneumoniae mevalonate kinase; inhibition, % at 10 µM; AID 555; purified MK, PK/LDH-coupled NADH absorbance 340 nm; hit rate 0.48% among 65,000;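 active means ranked among the strongest by inhibition in the single 10 µM screen, a fixed top-ranked set picked for dose follow-up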; further: no value below 0 was filed
Bfl-1 inhibitors: Bfl-1 inhibitors, primary screen, biochemical, fluorescence polarization, FITC-Bid, mouse (AID 432); FITC-Bid BH3 peptide fluorescence polarization displacement; higher % means a stronger effect; displacement, % at 20 µM; hits with a dose series show IC50 in µM; hit rate 0.02% among 64,000; in the data active means a potency from the dose series; inactive means the rest, 99 in 100 with displacement below about 15%; further: strong numbers were not always called active
LYP phosphatase: inhibition of human PTPN22 tyrosine phosphatase – biochemical, DiFMUP fluorescence, recombinant catalytic domain, 10 µM, primary screen (AID 606); recombinant LYP catalytic domain, DiFMUP fluorescence; higher % means a stronger effect; inhibition, % at 10 µM, or IC50 in µM where a hit was titrated; 52,000 tested, under 10 active;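 active means IC50 under 40 µM in the dose-response test; inactive means IC50 of 40 µM or more, or never dose-tested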
Alkaline phosphatase: human TNAP enzyme inhibitors, biochemical, luminescent (AID 518); purified TNAP enzyme, luminescent substrate readout; higher % means a stronger effect; inhibition, % at 20 µM, or IC50 in µM where a hit was titrated; hit rate 0.09% among 64,000; in the data active means a potency from the dose series; inactive means the rest, 99 in 100 with inhibition below about 22%;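 further: plate controls were vehicle for no effect and reference inhibitor for full effect; many of its hits are not listed in these tables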
KRASV12 cytotoxicity: cytotoxicity in KRAS-transformed pancreatic duct cells, primary screen, cell-based, fluorescence, HTS (AID 431); cytotoxicity, % at 10 µM, or EC50 in µM where a hit was titrated; HPDE-C7K KRASV12 cells, Alamar Blue viability, 48 h; higher % means a stronger effect; hit rate 1.7% among 63,000;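 active means compounds whose percent cytotoxicity in the single-dose primary screen, scaled between solvent and toxic-drug controls, exceeds 50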;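 further: 0% = DMSO solvent wells and 100% = doxorubicin-treated wells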
PMK inhibit: blocks S. pneumoniae phosphomevalonate kinase; purified PMK, PK/LDH-coupled NADH absorbance 340 nm; inhibition, % at 10 µM; hit rate 0.49% among 65,000; AID 539;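 active means top-ranked compounds by inhibition in the single 10 µM screen, taking a fixed number of the strongest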;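 further: 0% = full reaction with DMSO carrier and 100% = background rate without enzyme reaction; no value below 0 was filed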
HT1080 viability: HT1080 cell viability loss – fluorescence readout (AID 620); HT1080 viability, fluorescence; higher % means a stronger effect; hit rate 0.42% among 87,000; cytotoxicity, % at 10 µM, or EC50 in µM where a hit was titrated;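 further: cells exposed to compound overnight then 4 h with Alamar Blue; 0% = vehicle DMSO and 100% = killing control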
HPDE-C7 cytotoxicity: HPDE-C7 pancreatic duct cell viability loss – fluorescence, HTS (AID 430); hit rate 1.8% among 63,000; cytotoxicity, % at 10 µM, or EC50 in µM where a hit was titrated; HPDE-C7 pancreatic duct cells viability, fluorescence; higher % means a stronger effect;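 further: cells exposed to compound for 48 hours before viability readout; 0% = vehicle and 100% = reference cytotoxic drug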
Spn DPM-DC inh: blocks S. pneumoniae diphosphomevalonate decarboxylase. purified DPM-DC, PK/LDH coupled NADH fluorescence. calls only at 10 µM. hit rate 0.49% among 65,000;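 active means the 320 compounds with the highest percent inhibition in the single-dose primary screen, excluding strongly autofluorescent ones, cut at about 32% in these data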;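 further: kinetic rate of NADH fluorescence loss reporting ADP formed by the decarboxylase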
PMK inhibit pilot replicates: second read-out of PMK inhibit, no call of its own (marks repeat the call); inhibition, %; measured here: pilot screen replicates
MK inhibit pilot replicates: also measured in MK inhibit; calls as there; inhibition, %; measured here: pilot screen replicates
Spn DPM-DC inh pilot screen %: second read-out of Spn DPM-DC inh, no call of its own (marks repeat the call); inhibition, %; measured here: pilot screen trials
Numbers without * were called inactive; i = inactive; · = no result given. Unless noted, no stated cut-off is given here; in the data, active means cytotoxicity above about 50%; inactive means the rest.

SMILES	MK inhibit	Bfl-1 inhibitors	LYP phosphatase	Alkaline phosphatase	KRASV12 cytotoxicity	PMK inhibit	HT1080 viability	HPDE-C7 cytotoxicity	Spn DPM-DC inh	others
CC1N(O)C(c2ccc(Cl)cc2Cl)N(O)C1(C)C (stereo not drawn)	5	-4%	6%	4%	-19%	4	3%	-8%	i
CCC(=O)NC(C)C(c1cccs1)N1CCN(c2ccccc2)CC1 (stereo not drawn)	6	·	12%	·	·	16	5%	·	i
CC1CCCN(C(=O)c2ccncc2)C1 (stereo not drawn)	10	1%	5%	12%	6%	9	2%	3%	i
Cc1cc(NC(=O)CSc2nnc(C3COc4ccccc4O3)o2)no1 (stereo not drawn)	0	2%	·	-17%	8%	10	20%	-8%	i
COc1cccc(C(=O)Nc2ncc3c(n2)CC(C)CC3=O)c1 (stereo not drawn)	11	-1%	3%	3%	44%	16	-4%	-7%	i	PMK inhibit pilot replicates=0.5;MK inhibit pilot replicates=1.5;Spn DPM-DC inh pilot screen %=1.0
CCC1(CC)C(=O)NC(=O)NC1=NCCc1c[nH]c2ccccc12	0	-5%	1%	14%	-10%	5	6%	-8%	i
O=c1[nH]cnc2cc(-c3ccccc3)sc12	3	-4%	15%	3%	11%	6	-2%	16%	i
c1ccc2[nH]c(CN3CCCCCC3)nc2c1	10	-5%	·	6%	4%	7	0%	-1%	i
CCC(=O)N(Cc1cc2cc(OC)ccc2[nH]c1=O)c1cccc(C)c1	5	3%	·	5%	-6%	10	-1%	-2%	i
O=C(CSc1ccc2nnc(-c3ccncc3)n2n1)NCC1CCCO1 (stereo not drawn)	12	-6%	4%	8%	11%	0	·	15%	i
O=C(OC1CCOC1=O)c1ccc2ncsc2c1 (stereo not drawn)	9	-10%	4%	8%	-16%	18	5%	-7%	i
CCOc1ccc(-c2nnc3ccc(SCC(=O)N4CCCCC4)nn23)cc1	6	3%	0%	7%	-3%	11	-3%	-9%	i
COc1ccccc1NC(=O)CN1C(=O)NC(C)(C)C1=O	3	7%	13%	2%	-8%	2	6%	3%	i
CC12CCC(C(=O)N(CCC#N)CCC#N)(CC1=O)C2(C)C (stereo not drawn)	1	2%	7%	6%	-16%	6	11%	-11%	i
COC(=O)c1ccc(CSc2ncnc3c2nnn3-c2ccc(OC)cc2)o1	5	-2%	1%	11%	1%	3	6%	-1%	i	PMK inhibit pilot replicates=1.5;MK inhibit pilot replicates=1.0;Spn DPM-DC inh pilot screen %=0.0
Cc1cc(NC(=O)CSc2nnc(-c3ccoc3C)n2N)no1	0	-4%	·	2%	-12%	2	5%	-16%	i
CCCCN(C(=O)CCC(=O)O)C1CC(=O)N(c2ccc(OCCC)cc2)C1=O (stereo not drawn)	4	-2%	·	18%	-6%	8	0%	-1%	i
CCN(CCNC(=O)C1CCCN(S(=O)(=O)CC)C1)c1ccccc1 (stereo not drawn)	0	-2%	5%	4%	-19%	3	2%	-8%	i
COc1cc(C(=O)OC(C)CN2CCN(C)CC2)cc(OC)c1OC (stereo not drawn)	6	-3%	7%	3%	-37%	0	3%	-18%	i
O=C1NC(c2cccs2)Nc2sc3c(c21)CCCC3 (stereo not drawn)	9	2%	·	16%	4%	12	6%	1%	i
O=C(NCC1CCCO1)c1cc2ccccc2[nH]1 (stereo not drawn)	4	1%	4%	5%	-2%	7	0%	2%	i
COc1ccc(C(N)CCc2ccc(C)o2)cc1 (stereo not drawn)	5	9%	2%	7%	-1%	16	13%	-2%	i
CCCN(CCC)C(=O)c1ccc2c(c1)N(Cc1ccccc1)C(=O)CS2=O (stereo not drawn)	10	2%	-8%	5%	-3%	3	-5%	-8%	i
O=c1[nH]c(SCc2n[nH]c(=S)n2-c2ccccc2)nc2ccccc12	12	-2%	-16%	5%	8%	5	13%	0%	i
CC1CCC(NC(=O)CN2C(=O)C3CCCN3c3ncc(Cl)cc32)CC1 (stereo not drawn)	9	-5%	-37%	-2%	-10%	2	4%	-1%	i

The list goes on.
SMILES	MK inhibit	Bfl-1 inhibitors	LYP phosphatase	Alkaline phosphatase	KRASV12 cytotoxicity	PMK inhibit	HT1080 viability	HPDE-C7 cytotoxicity	Spn DPM-DC inh	others
Cc1ccc(S(=O)(=O)NC(=NCC(=O)O)c2ccccc2)cc1	1	-3%	10%	6%	6%	0	-2%	-8%	i
COC(=O)c1ccc(CSc2nnc3ccccn23)o1	3	9%	·	11%	-3%	0	2%	-4%	i
CC(OC(=O)c1cccs1)C(=O)NCC1CCCO1 (stereo not drawn)	0	0%	-3%	-1%	-19%	25*	·	-9%	i
CC(C)CCn1c(SCC(N)=O)nc2c1c(=O)n(C)c(=O)n2C	2	-9%	-8%	12%	-10%	4	6%	-2%	i
CN1CCN(CC(C)(C)NS(=O)(=O)c2ccc(Cl)cc2)CC1	0	-3%	-23%	5%	-2%	8	-4%	7%	i
Cn1c(N)c(C(=O)COC(=O)Cn2cc(C(F)(F)F)ccc2=O)c(=O)n(C)c1=O	3	0%	6%	4%	12%	8	-4%	7%	i
O=C(NCc1ccco1)C(c1cccs1)N(Cc1ccccc1)C(=O)Cn1nnc2ccccc21 (stereo not drawn)	10	-2%	-1%	8%	-1%	17	17%	3%	i
Cc1ncc(C23CC4CC(CC(C4)C2)C3)[nH]1	6	-6%	4%	-2%	11%	6	2%	8%	i
CCOC(=O)N1CCN(C(=O)c2cn(-c3ccc(C)c(C)c3)c(=O)c3ccccc23)CC1	0	-1%	·	10%	-11%	0	-16%	-9%	i
O=C(CSc1nccc(=O)[nH]1)N1CCCc2ccccc21	3	-2%	1%	12%	-3%	4	-4%	-3%	i
COC(=O)/C(=C1/Oc2cc3c(cc2S1)OCO3)C(F)(F)F	8	1%	-1%	0%	-15%	13	10%	-28%	i
CSc1nc(N2CCCC2)c2c(c1C#N)CC(C)(C)OC2	0	1%	3%	6%	0%	1	-6%	-10%	i
CN(C)S(=O)(=O)N1CCN(CC(O)COc2ccc3cc(Br)ccc3c2)CC1 (stereo not drawn)	7	-5%	5%	9%	46%	6	4%	44%	i
CCN1CCN(Cc2c(O)ccc3c(=O)c(-c4ccccc4OC)coc23)CC1	3	-1%	-1%	7%	-4%	12	·	-5%	·
Cc1nn(-c2ccccc2)c2c1C(c1ccco1)C(C#N)=C(N)O2 (stereo not drawn)	15	-4%	4%	13%	4%	7	-7%	12%	i
COc1ccc(CNc2nc(-c3cccnc3)nn2C(=O)c2cccs2)cc1	1	-2%	·	10%	-2%	0	-4%	-8%	i
COc1ccc(C2N3CC4(C)CN2CC(C)(C3)C4)cc1OC (stereo not drawn)	11	-6%	1%	0%	-17%	0	8%	-13%	i
Cc1cccc2cc3c(N)c(C#N)sc3nc12	0	5%	5%	4%	14%	4	3%	14%	i
CCOCCCNc1nc(=S)[nH]c2cc(OC)c(OC)cc12	10	8%	12%	3%	-7%	12	-8%	-6%	i
O=C(NCCc1ccccc1)C1CCCN(S(=O)(=O)c2cccnc2)C1 (stereo not drawn)	6	0%	·	3%	-8%	16	-2%	0%	i
COc1ccc(C(=S)N(C)C)cc1OC	5	-13%	·	3%	-2%	10	-4%	-7%	i
O=C(COc1ccccc1)n1nc(-c2ccc(Cl)cc2)nc1NCc1ccco1	13	-4%	10%	10%	-2%	7	-2%	-8%	i
COc1ccc(OC)c(NC(=O)Cc2coc3ccc(C)cc23)c1	6	3%	3%	22%	18%	14	2%	4%	i	PMK inhibit pilot replicates=3.0;MK inhibit pilot replicates=1.0;Spn DPM-DC inh pilot screen %=0.0
C=CCSc1nc(C)c(CC(=O)OCC(C)C)c(=O)[nH]1	10	-4%	13%	10%	1%	0	-6%	7%	i
COc1ccccc1OCC(=O)Nc1ccc(S(=O)(=O)N2CCCCCC2)cc1	0	-9%	4%	8%	-24%	7	11%	-23%	i

Structures listed so far that contain four or more nitrogen atoms (14):
SMILES	MK inhibit	Bfl-1 inhibitors	LYP phosphatase	Alkaline phosphatase	KRASV12 cytotoxicity	PMK inhibit	HT1080 viability	HPDE-C7 cytotoxicity	Spn DPM-DC inh	others
Cc1cc(NC(=O)CSc2nnc(C3COc4ccccc4O3)o2)no1 (stereo not drawn)	0	2%	·	-17%	8%	10	20%	-8%	i
CCC1(CC)C(=O)NC(=O)NC1=NCCc1c[nH]c2ccccc12	0	-5%	1%	14%	-10%	5	6%	-8%	i
O=C(CSc1ccc2nnc(-c3ccncc3)n2n1)NCC1CCCO1 (stereo not drawn)	12	-6%	4%	8%	11%	0	·	15%	i
CCOc1ccc(-c2nnc3ccc(SCC(=O)N4CCCCC4)nn23)cc1	6	3%	0%	7%	-3%	11	-3%	-9%	i
COC(=O)c1ccc(CSc2ncnc3c2nnn3-c2ccc(OC)cc2)o1	5	-2%	1%	11%	1%	3	6%	-1%	i	PMK inhibit pilot replicates=1.5;MK inhibit pilot replicates=1.0;Spn DPM-DC inh pilot screen %=0.0
Cc1cc(NC(=O)CSc2nnc(-c3ccoc3C)n2N)no1	0	-4%	·	2%	-12%	2	5%	-16%	i
O=c1[nH]c(SCc2n[nH]c(=S)n2-c2ccccc2)nc2ccccc12	12	-2%	-16%	5%	8%	5	13%	0%	i
CC1CCC(NC(=O)CN2C(=O)C3CCCN3c3ncc(Cl)cc32)CC1 (stereo not drawn)	9	-5%	-37%	-2%	-10%	2	4%	-1%	i
CC(C)CCn1c(SCC(N)=O)nc2c1c(=O)n(C)c(=O)n2C	2	-9%	-8%	12%	-10%	4	6%	-2%	i
Cn1c(N)c(C(=O)COC(=O)Cn2cc(C(F)(F)F)ccc2=O)c(=O)n(C)c1=O	3	0%	6%	4%	12%	8	-4%	7%	i
O=C(NCc1ccco1)C(c1cccs1)N(Cc1ccccc1)C(=O)Cn1nnc2ccccc21 (stereo not drawn)	10	-2%	-1%	8%	-1%	17	17%	3%	i
Cc1nn(-c2ccccc2)c2c1C(c1ccco1)C(C#N)=C(N)O2 (stereo not drawn)	15	-4%	4%	13%	4%	7	-7%	12%	i
COc1ccc(CNc2nc(-c3cccnc3)nn2C(=O)c2cccs2)cc1	1	-2%	·	10%	-2%	0	-4%	-8%	i
O=C(COc1ccccc1)n1nc(-c2ccc(Cl)cc2)nc1NCc1ccco1	13	-4%	10%	10%	-2%	7	-2%	-8%	i

Copied from the listing, 2 compounds:
SMILES	MK inhibit	Bfl-1 inhibitors	LYP phosphatase	Alkaline phosphatase	KRASV12 cytotoxicity	PMK inhibit	HT1080 viability	HPDE-C7 cytotoxicity	Spn DPM-DC inh	others
C=CCSc1nc(C)c(CC(=O)OCC(C)C)c(=O)[nH]1	10	-4%	13%	10%	1%	0	-6%	7%	i
COc1ccccc1OCC(=O)Nc1ccc(S(=O)(=O)N2CCCCCC2)cc1	0	-9%	4%	8%	-24%	7	11%	-23%	i
